Screening results (PubChem)
A549 viability = kills or reduces viability of A549 cells in Nrf2 counter-screen; A549 ARE-Fluc cells, CellTiter-Fluor viability, 18-24 h; Potency, µM (series often up to 46 µM), inactives show top-dose activity change, negative = cytotoxicity, usual class: inhibitors; 0.16% of 390,000 active; further: potency means the concentration at half of the fitted maximal effect; on the % scale 0 is the no-effect control and ±100 the full control effect
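A549 ARE_Fluc cells in 5% FBS OPTI-MEM were exposed to compounds in concentration-response for 18-24 h at 37 deg C. Viability was read by CellTiter-Fluor fluorescence (Ex 405/Em 525) after 30 min, before the luciferase read.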
TGFb inhibitor = blocks TGF-b signaling | HepG2 CAGA-GFP TGF-b/SMAD3 reporter, GFP fluorescence, 18 h; TGF-beta stimulated, 500 pg/mL final | Potency, µM (highest dose often 46.1 µM), for inactives: top-dose activity, negative = inhibition, actives largely listed as inhibitors | 1.2% of 410,000 active; further: potency means the concentration at half of the fitted maximal effect; on the % scale 0 is the no-effect control and ±100 the full control effect; nearly all actives have a fitted effect of over 65% in size
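HEPG2 CAGA-GFP cells (1000/well, DMEM with 1% FBS) were pre-incubated 2 h at 37 degrees C, given compound by pin tool, then stimulated with TGF-beta at 500 pg/mL final for 18 h before per-cell GFP fluorescence imaging.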
HepG2 viability = counter-screen for TGF-b inhibitors: cytotoxicity in HepG2 cells; HepG2 CAGA-GFP viability, ATP luminescence, 18 h; Potency, µM (highest dose often 46.1 µM), without a hit: at the highest dose activity change, negative = cytotoxicity, hits mostly cytotoxic; 0.76% of 410,000 active; AID 588856; further: potency means the concentration at half of the fitted maximal effect; some results filed as inactive show a strong effect at the top dose
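CellTiter-Glo luminescence gave cytotoxicity after 18 hours at 37 degrees C. The cells were HepG2 CAGA-GFP in 1% FBS DMEM, stimulated with 500 pg/mL TGF-beta after compound addition. %Activity was normalised to no-cell wells (complete cell-killing) and DMSO (no toxicity), and curves were fitted and classified.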
CCT modulator = changes cytosolic chaperonin activity; 0.3% of 360,000 active; activity change, % (concentration not given with the values), hits read low; purified chaperonin ATPase assay, HTRF ADP detection, 30 min; in the data active means activity change below about -30%; further: on the % scale 0 is the no-effect control and ±100 the full control effect
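First, chaperonin was dispensed at 40 nM or 20 nM final depending on batch activity. Next, compounds were pinned at 76 uM and ATP added at 10 uM. After 30 min at 37 °C, ADP detection reagents ran 30 min at ambient temperature.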
S2 tox = cell viability loss in ATXN counter-screen; S2 cells (HEK-293 line with an ATXN2-luciferase reporter) viability, CellTiter-Fluor protease fluorescence, 24 h; Potency, µM (series often up to 56.7 µM), most hits filed as cytotoxic; 0.49% of 400,000 active; further: potency means the concentration at half of the fitted maximal effect; nearly all actives have a fitted effect of over 40% in size
Nrf2 block = Nrf2 pathway inhibition | A549 ARE-Fluc reporter, luciferase luminescence, 18-24 h | Potency, µM (titrated, usually from 46 µM), for inactives: top-dose activity change, negative = inhibition, actives largely listed as inhibitors | 2.1% of 360,000 active; further: potency means the concentration at half of the fitted maximal effect; on the % scale 0 is the no-effect control and ±100 the full control effect; nearly all actives have a fitted effect of over 60% in size
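In this cell-based qHTS, ARE-driven firefly luciferase in A549 cells reports Nrf2 activity; the luminescent signal after BugLite lysis is the measured value, with a prior CellTiter-Fluor read for cell health.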
pAkt inh = inhibitors of Akt phosphorylation; activity change, % for hits at 50 µM; Neuro2A IGF-stimulated pAkt S473 HTRF, 20 min; stronger effect = lower value; 0.32% of 360,000 active; in the data active means activity change below about -80%; inconclusive means mostly about -51% to -80%; further: on the % scale 0 is the no-effect control and ±100 the full control effect
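Neuro2A cells in DMEM with 0.5% FBS, overnight at 37 deg C, given compound at single 50 µM final, then IGF (6 nM final) for 20 min at 37 deg C. Lysed; phospho-Akt Ser473 by HTRF after 24 h, 665/615 ratio.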
Nrf2 activator = activates Nrf2 signaling; 0.31% of 410,000 active; AID 624171; AREc32 ARE-luciferase reporter (MCF7-derived line), luminescence, 24 h; Potency, µM (series often up to 46.1 µM), for inactives: at the top dose activation, usual class: activators; further: potency means the concentration at half of the fitted maximal effect; % of control where 0% means no effect; nearly all actives have a fitted effect of over 65% in size
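For detection, Steady-Glo was added and plates sat 30 min at RT; before that, AREc32_Fluc cells grown overnight in OPTI-MEM/5% FBS had been treated with 23 nL compound for 24 hr at 37 deg C.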
MmCpn inh = M. maripaludis TRiC chaperonin inhibition. purified Mm-Cpn ATPase, ADP Transcreener TR-FRET. Potency, µM (highest dose often 76.9 µM), inactives show top-dose activity, negative = inhibition, most hits filed as inhibitors. 0.031% of 330,000 active; further: potency means the concentration at half of the fitted maximal effect; on the % scale 0 is the no-effect control and ±100 the full control effect; nearly all actives have a fitted effect of over 80% in size
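Compound-treated chaperonin, 25 nM final, turns over 10 uM ATP at 37°C for 30 min following a 10 min preincubation; ADP generated competes with ADP-d2 for Eu-cryptate antibody, lowering FRET.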
Active calls of the source: *; i = inactive; ? = inconclusive; . = not tested or not shown. Unless noted, the call rests on the fitted dose curve; in most records, active means well fitted curve in the direction sought with a large enough effect; inconclusive means small, poorly fitted or top-dose-only effect, or another doubt; inactive means no such curve, though single readings can be large; an effect the other way counts as inactive or inconclusive.

SMILES	A549 viability	TGFb inhibitor	HepG2 viability	CCT modulator	S2 tox	Nrf2 block	pAkt inh	Nrf2 activator	MmCpn inh
CC1CCCCC12NC(=O)N(CC(=O)c1ccc3c(c1)OCO3)C2=O (centres undefined)	11.9%	-4.4%	-23.5%	-0.5	i	3.6%	i	1.8%	2.4%
COc1ccc(-c2csc(CCn3nc(C)cc3C)n2)cc1	-7.2%	?	-0.5%	1.0	i	?	i	3.9%	-6.0%
CN(C)c1ccc(CNS(=O)(=O)c2ccc3c(c2)NC(=O)CS3)cc1	4.2%	-11.6%	0.8%	-1.3	i	-10.7%	i	1.0%	3.2%
CCCCCn1c(NC(=O)c2ccco2)c(S(=O)(=O)c2ccc(C)cc2)c2nc3ccccc3nc21	-13.0%	?	-47.5%	1.2	i	?	i	11.4%	-9.4%
Cc1ccccc1S(=O)(=O)Cc1ccc(C(=O)N2CCN(c3ccc(F)cc3)CC2)o1	.	?	-28.5%	0.2	i	?	i	-0.1%	0.9%
O=C(CCNC(=O)c1ccco1)Nc1ccc(OC(F)F)cc1	-0.9%	-1.8%	1.0%	-1.8	i	10.7%	i	-0.2%	-3.0%
C=C(C)c1ccc(C(C)(C)NC(=O)NCc2ccco2)cc1	-4.0%	6.5%	-48.9%	-6.6	i	.	i	0.5%	1.1%
CC(SCc1nc2sc3c(c2c(=O)[nH]1)CCCC3)C(=O)Nc1ccccn1 (centres undefined)	-0.9%	-18.5%	4.6%	1.1	i	-1.9%	i	2.6%	2.8%
CCCCc1ccc(NC(=O)c2ccc3c(c2)CCN3S(=O)(=O)c2ccccc2)cc1	-1.2%	-21.6%	-7.7%	.	i	?	.	3.2%	.
CC(=O)c1sc(NC(=O)COc2ccc(Cl)cc2C)nc1C	2.9%	-10.5%	14.3%	-1.1	i	?	i	0.4%	-0.4%
O=C(CSc1nnc2n1CCCN2)c1ccc(Cl)cc1	-8.5%	10.4%	2.7%	-1.7	i	7.8%	i	0.2%	0.2%
C=CCNC(NC(=O)c1ccccc1)(C(=O)OCC)C(F)(F)F (centres undefined)	.	-13.9%	-7.3%	-19.0	i	-0.9%	i	6.0%	0.1%
CCN(C(=O)Cc1ccc(NC2=NC3CS(=O)(=O)CC3S2)cc1)c1ccccc1 (centres undefined)	1.1%	4.3%	-9.1%	-0.3	i	7.5%	i	-0.4%	0.7%
c1ccc(OCCOCCN2CCN(C(c3ccccc3)c3ccccc3)CC2)cc1	?	?	-47.9%	-2.5	i	?	i	4.6%	2.2%
Nc1nc(CSC(=S)N2CCCCC2)nc(Nc2ccccc2)n1	-2.2%	-17.8%	8.4%	-1.0	i	0.6%	i	3.6%	?
COc1ccc(OC)c(C(=O)NC(CC(N)=O)c2ccc(NCc3ccccn3)c([N+](=O)[O-])c2)c1 (centres undefined)	-7.4%	3.3%	14.9%	-4.3	i	-0.4%	i	2.6%	0.0%
COc1ccc(C(=O)Nc2ccc(-c3nnc4n3CCCCC4)cc2)cc1	18.7%	0.2%	-10.8%	.	i	?	.	0.3%	.
COC(=O)c1ccn(-c2nc(-c3ccc(Cl)cc3)cc(C(F)(F)F)n2)n1	3.2%	3.2%	-18.8%	.	i	-25.5%	.	0.4%	.
O=C(c1cc2ccccc2o1)N1CCN(S(=O)(=O)c2ccc(F)c(F)c2F)CC1	-1.3%	4.4%	-1.4%	-3.9	i	-14.8%	i	-3.1%	0.8%
c1ccc(-c2csc(-c3ccncc3)n2)cc1	0.2%	3.0%	-11.2%	1.2	i	0.1%	i	2.6%	-0.9%
CC(C)(C)NC(=O)CN(C(=O)Cn1nnc(-c2ccc(Cl)cc2)n1)C1CCN(Cc2ccccc2)CC1	?	15.8µM*	17.8µM*	-0.9	?	-6.2%	i	5.8%	-0.4%
CCCSC1=NC2(CCN(C(=O)NC3CCCCC3)CC2)N=C1c1ccc(OC)cc1	-18.7%	?	2.0%	.	?	?	.	-0.2%	.
Cc1cccc(C)c1-n1nnnc1-c1nc2cc(Br)ccc2[nH]c1=O	.	.	.	1.8	i	.	i	6.6%	.
OCC(CO)(CO)NC(=S)Nc1cc(Cl)cc(Cl)c1	11.5%	-6.2%	-11.4%	-3.6	i	20.3%	i	0.0%	0.7%
CC(Nc1oc(-c2ccc(COc3ccccc3)o2)nc1C#N)c1ccccc1 (centres undefined)	-10.4%	?	11.2µM*	.	?	-24.6%	.	-0.5%	.
COc1cccc(C(=O)NNC(=O)C(=O)Nc2ccc(C)c(Cl)c2)c1	-14.5%	-18.6%	5.5%	-0.7	i	8.1%	i	-0.2%	1.3%
CCCCNC(=O)CNC(=S)N(Cc1cc(OC)c(OC)c(OC)c1)C1CCCC1	1.5%	0.0%	25.7%	2.0	i	-21.5%	i	-0.4%	0.2%
O=C(Nc1ccc(F)cc1)Nc1nnc(COc2ccccc2F)s1	-27.0%	?	-31.4%	1.5	i	?	i	2.2%	0.6%
C/C(=N\Nc1ccc([N+](=O)[O-])cc1)c1ccc2c(c1)OCO2	-8.0%	-17.8%	-12.2%	-2.3	i	?	i	3.8%	-0.1%
O=c1cc(C(Cl)(Cl)Cl)oc2c1ccc1ccccc12	?	-27.4%	-49.7%	-0.9	.	20.6µM*	i	12.6µM*	-1.3%
CCOC(=O)c1cc(C#N)c(N2CCOCC2)nc1-c1ccccc1	-2.1%	-0.9%	-31.4%	-1.1	i	-21.4%	i	3.2%	0.1%
CC(=O)Nc1ccc(NC(=O)COc2ccc3c(c2)CCC3)cc1	10.4%	-12.4%	-16.5%	-0.8	i	7.3%	i	0.3%	0.2%
COc1ccc(CCNC(=O)C(C)c2ccc([N+](=O)[O-])cc2)cc1 (centres undefined)	-3.6%	0.4%	-11.0%	0.0	i	-1.2%	i	0.0%	2.4%
COc1cccc(C2=NOC(C(=O)Nc3cccc(C(C)=O)c3)C2)c1OC (centres undefined)	-4.7%	-10.9%	-16.0%	0.8	i	-22.7%	i	-0.1%	-1.6%
COc1ccc(C(=O)N(C)C2CCCCC2)cc1S(=O)(=O)N1CCOCC1	-1.2%	-2.8%	-4.9%	-1.0	i	5.9%	i	0.2%	-0.2%
O=C(NCCCN1CCCCCC1)C1CC(=O)N(CCc2ccccc2)C1 (centres undefined)	-1.6%	-22.3%	-12.1%	0.5	i	9.0%	i	0.3%	0.5%
CC1(C(=O)N2Cc3ccccc3C2)CCN1C(=O)C1(c2ccc(Cl)cc2)CC1 (centres undefined)	.	-22.8%	-13.8%	0.4	?	.	i	0.1%	.
COc1ccc(C(=O)Nc2ccc(S(=O)(=O)Nc3onc(C)c3C)cc2)cc1OC	2.8%	-18.3%	0.3%	0.9	i	5.2%	i	0.0%	1.2%
Cc1ccccc1S(=O)Cc1ccc(C(=O)N2CCN(C(=O)c3ccco3)CC2)o1 (centres undefined)	3.0%	1.8%	0.8%	-3.3	i	9.1%	i	-0.5%	-2.6%
CCn1c(CNC(=O)c2ccco2)nnc1SCC(=O)c1ccccc1	0.0%	-10.4%	-0.1%	-1.0	i	-2.5%	i	-0.9%	1.0%

A section from further up:
SMILES	A549 viability	TGFb inhibitor	HepG2 viability	CCT modulator	S2 tox	Nrf2 block	pAkt inh	Nrf2 activator	MmCpn inh
C/C(=N\Nc1ccc([N+](=O)[O-])cc1)c1ccc2c(c1)OCO2	-8.0%	-17.8%	-12.2%	-2.3	i	?	i	3.8%	-0.1%
O=c1cc(C(Cl)(Cl)Cl)oc2c1ccc1ccccc12	?	-27.4%	-49.7%	-0.9	.	20.6µM*	i	12.6µM*	-1.3%
CCOC(=O)c1cc(C#N)c(N2CCOCC2)nc1-c1ccccc1	-2.1%	-0.9%	-31.4%	-1.1	i	-21.4%	i	3.2%	0.1%
CC(=O)Nc1ccc(NC(=O)COc2ccc3c(c2)CCC3)cc1	10.4%	-12.4%	-16.5%	-0.8	i	7.3%	i	0.3%	0.2%
COc1ccc(CCNC(=O)C(C)c2ccc([N+](=O)[O-])cc2)cc1 (centres undefined)	-3.6%	0.4%	-11.0%	0.0	i	-1.2%	i	0.0%	2.4%
COc1cccc(C2=NOC(C(=O)Nc3cccc(C(C)=O)c3)C2)c1OC (centres undefined)	-4.7%	-10.9%	-16.0%	0.8	i	-22.7%	i	-0.1%	-1.6%
COc1ccc(C(=O)N(C)C2CCCCC2)cc1S(=O)(=O)N1CCOCC1	-1.2%	-2.8%	-4.9%	-1.0	i	5.9%	i	0.2%	-0.2%
O=C(NCCCN1CCCCCC1)C1CC(=O)N(CCc2ccccc2)C1 (centres undefined)	-1.6%	-22.3%	-12.1%	0.5	i	9.0%	i	0.3%	0.5%
CC1(C(=O)N2Cc3ccccc3C2)CCN1C(=O)C1(c2ccc(Cl)cc2)CC1 (centres undefined)	.	-22.8%	-13.8%	0.4	?	.	i	0.1%	.

(cont.)
SMILES	A549 viability	TGFb inhibitor	HepG2 viability	CCT modulator	S2 tox	Nrf2 block	pAkt inh	Nrf2 activator	MmCpn inh
O=C(Nc1cccc2ccccc12)N1CCN(c2ncccn2)CC1	2.8%	7.2%	11.8%	2.8	i	0.0%	i	4.9%	1.6%
Cc1cc(OCC(=O)Nc2nccs2)c2c(C)c(C)c(=O)oc2c1	.	6.5%	-35.4%	-2.7	i	.	i	8.8%	.
C[C@H](CO)N1C[C@H](C)[C@@H](CN(C)C(=O)NC2CCCCC2)Oc2c(NS(=O)(=O)c3ccccc3)cccc2C1=O	0.8%	-1.0%	6.5%	-1.2	i	?	i	2.7%	0.2%
Cc1cc(C(=O)CN2C(=O)NC3(CCCc4sccc43)C2=O)c(C)n1-c1ccc(Cl)cc1 (centres undefined)	-5.6%	-19.6%	-18.8%	2.1	i	27.4%	i	3.9%	-3.9%
